Screens from PubChem BioAssay.
GLP1R cytotox = qHTS of GLP-1 Receptor Inverse Agonists: Cytotox Screen. AID 624418, 2012. HEK293 cAMP-luciferase reporter cells, luminescence, 24 h. Potency, µM (series often up to 38.3 µM), for the others: at the top dose activity change, negative = inhibition, usual class: inhibitors. 410,000 compounds, 0.13% hits;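 also: loss of luciferase light is scored as toxicity; potency is read from the fitted curve at half-maximal effect; % is scaled to controls: 0 for no effect and ±100 for the full control effect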
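Cells in DMEM/10% Nu serum/1% pen-strep, 1536-well format. Pre-incubated 12 h, dosed with 23 nL compound, incubated a further 24 h. Luciferase detection, 12 min at room temp, luminescence.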
PLK1 PBD inh = qHTS for Inhibitors of PLK1-PDB (polo-like kinase 1 - polo-box domain): Primary Screen; Plk1 PBD binding of FITC phosphopeptide, fluorescence polarization; Potency, µM, inactives show max response, negative = inhibition, actives largely listed as inhibitors; AID 720504, 2013; 360,000 compounds, 2.8% hits; also: potency is read from the fitted curve at half-maximal effect; series mostly up to about 57 µM; % is scaled to controls: 0 for no effect and ±100 for the full control effect; nearly all actives have a fitted effect of over 65% in size
D3 ag = qHTS of D3 Dopamine Receptor Agonist: qHTS; D(3) dopamine receptor (Homo sapiens), P35462; D3R DiscoveRx beta-arrestin cells, luminescence, 90 min; max activation, %; 410,000 compounds, 0.58% hits; AID 652048, 2013; in the data active = max activation above about 30%; also: 0% is about no effect; mostly tested at two doses, the higher about 12 µM
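Agonist-mode cell screen: cells plated at 1500/well and incubated overnight at 37 °C, then exposed to library compounds for 90 min at 37 °C. Detection reagent was added for 30–60 min at room temperature, and luminescence was read.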
IL-2 act = qHTS of IL-2 Activators | AID 652025, 2013 | 360,000 compounds, 0.065% hits | activation, % (series mostly up to about 46 µM) | IL-2 activation reporter assay, cell-based qHTS; stimulated with anti-CD3/CD4/CD28 beads; in transgenic mouse T cells; in the data active = activation above about 50%; inconclusive = mostly about 30% to 49%; also: 0% is about no effect
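EGFP and DsRed fluorescence is measured by plate cytometry in unstimulated transgenic mouse T cells exposed to compound for 60 minutes, then stimulated 18 hours at 37 degrees C with anti-CD3/anti-CD4 beads plus anti-CD28.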
GLP-1R agonist = qHTS of GLP-1 Receptor Agonists; Potency, µM (series often up to 45.6 µM), without a hit: top-dose activation, actives largely listed as activators; HEK293 GLP-1R CRE-luciferase, luminescence, 4-6 h; cells express a hypersensitive GLP-1R form; AID 624172, 2012; 380,000 compounds, 0.007% hits; Glucagon-like peptide 1 receptor (Homo sapiens), P43220; also: potency is read from the fitted curve at half-maximal effect; % of control where 0% means no effect
WRN inhibitor = qHTS for Inhibitors of WRN Helicase; Bifunctional 3'-5' exonuclease/ATP-dependent helicase WRN (Homo sapiens), Q14191; WRN helicase unwinding, fluorescent forked duplex, kinetic; Potency, µM (series often up to 114 µM), for inactives: at the highest dose activity change, negative = inhibition, hits mostly inhibitors; 360,000 compounds, 0.46% hits; AID 651768, 2012; also: potency is read from the fitted curve at half-maximal effect; % is scaled to controls: 0 for no effect and ±100 for the full control effect; nearly all actives have a fitted effect of over 55% in size
Target sequence (Q14191 whole entry, looked up): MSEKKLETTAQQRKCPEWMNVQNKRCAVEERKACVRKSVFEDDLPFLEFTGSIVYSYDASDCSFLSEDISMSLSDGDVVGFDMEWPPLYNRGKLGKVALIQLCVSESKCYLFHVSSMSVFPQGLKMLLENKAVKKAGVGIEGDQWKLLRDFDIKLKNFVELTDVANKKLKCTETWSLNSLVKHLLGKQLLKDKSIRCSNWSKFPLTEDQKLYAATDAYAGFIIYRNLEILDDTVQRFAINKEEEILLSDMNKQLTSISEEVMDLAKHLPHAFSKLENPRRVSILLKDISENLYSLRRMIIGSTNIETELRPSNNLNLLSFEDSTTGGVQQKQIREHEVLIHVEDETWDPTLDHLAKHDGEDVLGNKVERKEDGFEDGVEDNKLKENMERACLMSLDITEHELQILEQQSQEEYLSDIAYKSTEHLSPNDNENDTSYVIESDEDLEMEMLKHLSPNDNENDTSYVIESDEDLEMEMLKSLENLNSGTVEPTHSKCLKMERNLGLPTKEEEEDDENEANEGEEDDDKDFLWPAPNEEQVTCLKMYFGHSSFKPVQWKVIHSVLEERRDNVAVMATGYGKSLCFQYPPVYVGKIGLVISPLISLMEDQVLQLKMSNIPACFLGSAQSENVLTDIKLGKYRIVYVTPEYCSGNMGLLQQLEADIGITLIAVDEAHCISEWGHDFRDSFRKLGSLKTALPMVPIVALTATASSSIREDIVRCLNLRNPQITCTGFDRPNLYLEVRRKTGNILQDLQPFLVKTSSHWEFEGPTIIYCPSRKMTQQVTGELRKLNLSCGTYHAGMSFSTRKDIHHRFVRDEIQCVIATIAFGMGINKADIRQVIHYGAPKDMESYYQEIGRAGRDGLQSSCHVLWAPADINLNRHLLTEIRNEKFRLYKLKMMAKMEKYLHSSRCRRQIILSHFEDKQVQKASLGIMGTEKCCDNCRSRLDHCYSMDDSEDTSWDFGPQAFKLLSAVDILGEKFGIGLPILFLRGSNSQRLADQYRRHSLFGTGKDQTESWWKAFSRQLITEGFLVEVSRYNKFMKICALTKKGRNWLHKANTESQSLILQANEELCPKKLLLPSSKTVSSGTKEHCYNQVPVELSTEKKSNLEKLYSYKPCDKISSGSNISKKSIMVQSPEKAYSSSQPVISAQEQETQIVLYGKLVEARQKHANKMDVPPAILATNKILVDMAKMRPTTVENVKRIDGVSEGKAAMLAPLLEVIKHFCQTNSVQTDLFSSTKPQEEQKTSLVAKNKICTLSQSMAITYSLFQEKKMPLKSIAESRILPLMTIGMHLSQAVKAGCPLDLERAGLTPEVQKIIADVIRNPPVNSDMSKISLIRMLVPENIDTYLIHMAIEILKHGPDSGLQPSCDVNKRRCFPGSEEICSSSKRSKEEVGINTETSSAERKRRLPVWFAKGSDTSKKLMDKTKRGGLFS
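Enzyme (20 nM final) and test compound sit together 15 min at room temperature before substrate addition. Substrate is a single-forked duplex oligonucleotide (100 nM) labelled with fluorophore and quencher, with 2 mM ATP; helicase unwinding raises red fluorescence, read kinetically.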
PI5P4K alpha inh = qHTS for Inhibitors of phosphatidylinositol 5-phosphate 4-kinase (PI5P4K). PI5P4Kalpha enzyme, ADP-Glo luminescence, 60 min; stronger effect = lower value. Phosphatidylinositol 5-phosphate 4-kinase type-2 alpha (Homo sapiens), P48426. 330,000 compounds, 1.2% hits. max response, %. AID 652105, 2013; active = max response of -50% or lower; inconclusive = between -30% and -50%; inactive = -30% or higher; also: value at the top dose of about 77 µM; % is scaled to controls: 0 for no effect and ±100 for the full control effect
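Human PI5P4Kalpha with substrate in 0.038 M HEPES pH 7.4, 0.28 mM EGTA, 0.1% CHAPS, 5% DMSO; reaction started with 5 microM ATP (final), 60 min at room temperature. ADP formed read by ADP-Glo luminescence.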
GLP-1R inv ag = qHTS of GLP-1 Receptor Inverse Agonists (Inhibition Mode) | Glucagon-like peptide 1 receptor (Homo sapiens), P43220 | HEK293 GLP-1R CRE-luciferase, luminescence, 24 h; GLP-1R form is constitutively active | Potency, µM (doses to about 38.3 µM), inactives show top-dose activity change, negative = inhibition, usual class: inhibitors | 410,000 compounds, 1.6% hits | AID 624417, 2012; also: potency is read from the fitted curve at half-maximal effect; % is scaled to controls: 0 for no effect and ±100 for the full control effect; nearly all actives have a fitted effect of over 55% in size
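Constitutively active GLP-1R drives a cAMP-responsive luciferase in stably transfected HEK293 cells; test compounds are added after overnight (12 h) attachment and left 24 hr, and signal loss in luminescence marks inhibition.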
D3 antag = qHTS of D3 Dopamine Receptor Antagonist: qHTS. max response, negative = inhibition, %. D(3) dopamine receptor (Homo sapiens), P35462. D3R cells, DiscoveRx beta-arrestin luminescence, antagonist mode; stronger effect = lower value. 360,000 compounds, 2.5% hits; in the data active = max response below about -50%; inconclusive = no clear call, values can overlap the other calls; also: % is scaled to controls: 0 for no effect and ±100 for the full control effect; mostly tested at two doses, the higher about 12 µM
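Cells expressing the human receptor were seeded at 1500 cells/well, incubated overnight at 37 degrees C in 5% CO2, then exposed to library compounds with dopamine controls for 90 minutes at 37 degrees C before luminescent detection.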
* marks the source's active call; other numbers are inactive results; ? = inconclusive; . = no result given; [ ] = dose if it differs, or a comment. Unless noted, calls follow the shape of the dose curve; as a rule, active = well fitted curve in the direction sought with a large enough effect; inconclusive = small, poorly fitted or top-dose-only effect, or another doubt; inactive = no such curve, though single readings can be large; an effect the other way counts as inactive or inconclusive.

SMILES	GLP1R cytotox	PLK1 PBD inh	D3 ag	IL-2 act	GLP-1R agonist	WRN inhibitor	PI5P4K alpha inh	GLP-1R inv ag	D3 antag
COc1ccc(CC(N)c2csc(NC(=O)c3cccs3)n2)cc1 (configuration not stated)	2.7%	-2.2%	-9.1	-0.6	-5.8%	4.4%[57.1 µM]	-3.7	-8.3%	0.0
CCc1cc(C=NC2CCCCC2)c(O)s1	-0.7%	-14.4%	-10.9	0.1	0.2%	-1.3%	0.1	-28.0%	-28.7
CC(C(=O)O)N1C(=O)/C(=C/C=C/c2ccco2)SC1=S (configuration not stated)	?	4.74µM*	2.9	2.2	-16.1%	2.38µM*	-101.1*	-21.1%	0.2
Brc1ccc2[nH]c3c(c2c1)CCC3	-3.8%	-22.1%	0.7	-1.5	-1.5%	-15.3%	3.9	?	4.6
COc1cccc(SCC(=O)N2CCN(c3ccccc3)CC2)c1	-7.9%	-6.4%	0.9	0.8	17.0%	10.8%	-4.3	-21.2%	-19.5
CCOC(=O)C1CCN(Cc2c(O)c3ccccc3oc2=O)CC1	4.4%	-14.9%	-2.8	-3.1	3.7%	-11.0%	0.5	-28.4%	-19.6
O=C(Nc1nc(-c2ccccc2)cs1)c1cccs1	-5.8%	1.3%	-8.0	1.5	-5.5%	-13.3%[57.1 µM]	13.3	?	5.3
O=C(Nc1ccc(C(=O)O)cc1)/C(=C\c1ccco1)NC(=O)c1ccccc1	11.9%	-12.6%	-5.7	1.4	25.7%	11.1%	-8.6	-8.7%	-23.0
Cc1ccc(S(=O)(=O)Cc2ccccc2Cl)cc1	-2.8%	-5.4%	9.9	-0.1	5.1%	-1.8%	0.3	?	-7.1
COc1cc(NC(=S)Nc2ccc(S(=O)(=O)N3CCOCC3)cc2)cc(OC)c1OC	2.7%	-26.9%	0.2	-1.7	-5.2%	-12.3%	.	4.2%	-19.3
COC(=O)C(NC(=O)c1ccccc1Cl)(Nc1ncc(S(=O)(=O)c2ccc([N+](=O)[O-])cc2)s1)C(F)(F)F (configuration not stated)	-11.4%	-4.0%	-1.4	-0.1	-4.0%	-14.1%	-0.1	?	0.0
CN(C)c1cccc(C(=O)Nc2ccc3nc4n(c(=O)c3c2)CCCCC4)c1	-13.0%	-20.2%	-2.5	-3.3	13.8%	-1.1%	-0.7	-3.1%	-60.6*
O=C(Nc1ccc2c(c1)OCO2)c1ccccc1SCC(=O)N1CCCC1	-8.8%	0.0%	1.9	0.2	1.8%	2.9%	-1.2	7.4%	-11.0
O=C(CCN1CCC2CCC(C2)C1)c1ccc(F)cc1 (configuration not stated)	-5.1%	8.44µM*	1.4	-0.1	-0.6%	-31.6%	1.0	-7.0%	-6.4
C/C(=N\NC(=O)c1ccccc1O)C1CC1	-1.9%	-8.6%	4.1	-0.1	5.9%	6.6%	-1.3	-10.8%	1.6
CCCCCc1ccc(-c2ccc(OC)cc2)nc1	10.2%	1.2%	0.0	-0.9	28.5%	5.2%	28.6	0.7%	8.8
COCCCN1C(=O)C(=O)/C(=C(/O)c2ccc(S(=O)(=O)N3CCCCC3)cc2)C1c1ccc(F)cc1 (configuration not stated)	-4.1%	-8.1%	-2.4	5.2	6.0%	-4.2%[57.1 µM]	3.3	-0.9%	1.5
CCOC(=O)c1c(NC(C)=O)sc2c(OC(C)=O)cccc12	15.1%	-4.8%	1.6	-1.5	0.5%	-7.9%	.	29.0%	6.8
O=C1NC(=S)NC(=O)C1=Cc1ccccc1C(=O)O	-3.3%	23.8µM*	5.1	-0.5	-5.1%	-19.5%	-73.0*	0.7%	4.4
O=C(Nc1ccccc1N1CCCCC1)c1ccc(Cl)c([N+](=O)[O-])c1	4.4%	-11.0%	4.6	1.4	1.9%	-4.1%	4.8	?	-9.1
CN1C(=O)C(C)(C)c2cc(S(=O)(=O)N3CCC(C(=O)NCc4ccc(Cl)cc4)CC3)ccc21	12.7%	-17.6%	-4.1	-0.3	-2.1%	-7.1%	2.6	4.5%	-12.5
O=C(NCCc1c[nH]c2ccccc12)c1cc([N+](=O)[O-])cc([N+](=O)[O-])c1	-0.2%	-8.5%	2.5	1.1	-3.3%	-1.1%	-10.0	-15.2%	7.1
CCc1noc(C)c1C(=O)Nc1cc(Cl)ccc1N1CCCC1	1.1%	-2.5%	0.5	-1.0	1.2%	-7.1%	-3.5	?	5.1
Cc1ccc(S(=O)(=O)N2[C@@H](CCO)OC[C@H]2C(C)C)cc1	-7.4%	-8.7%	3.7	0.1	.	2.1%	-2.2	21.8%	0.5
O=[N+]([O-])c1cccc(-c2n[nH]c(=S)n2-c2ccc(Br)cc2)c1	1.1%	-27.6%	-16.2	-2.0	8.9%	-2.5%	-7.8	-5.7%	-15.2
O=C(CSc1nc2c([nH]c3ccccc32)c(=O)n1-c1ccc(Cl)cc1)NCC1CCCO1 (configuration not stated)	-11.6%	.	-2.1	.	1.9%	.	.	5.5%	.
c1cnc(N2CCN(c3ccc4ccccc4n3)CC2)nc1	-0.7%	-1.2%	4.3	-1.4	10.0%	9.4%	-8.8	26.4%	19.6
CN1OC[C@@H]2CN(S(=O)(=O)c3ccccc3)[C@H](c3ccc(-n4ccnc4)cc3)C[C@@H]21	-4.5%	-10.3%	-2.8	1.8	7.8%	0.5%	1.6	15.8%	0.0
CCOc1cc(S(=O)(=O)N(Cc2ccccc2)Cc2ccccc2)c(OCC)cc1-n1cnnn1	6.3%	-1.7%	-3.0	-3.4	7.7%	1.3%	.	-6.1%	-62.5*
Nc1cc2cccnc2cc1Cl	-8.0%	-2.1%	-4.7	0.3	6.5%	9.3%	-1.4	12.7%	-14.1
CC1(C)CC(=O)C2=C(C1)NC(Nc1nc3ccccc3o1)=NC21CCCCC1	-0.1%	-6.5%	-8.7	-2.5	-0.5%	-2.2%	.	7.8%	-12.4
CCCOP(=O)(OCCC)C(Nc1ccc(C(=O)O)cc1)c1ccccc1 (configuration not stated)	0.9%	-6.6%	0.5	0.6	-4.6%	0.2%	-7.9	-0.2%	-2.6
CNC(=O)CN(c1ccc(OC)cc1)S(=O)(=O)c1ccc(F)cc1	-3.3%	-6.1%	2.0	-0.6	0.5%	-12.9%	.	-23.5%	-10.4
CCOC(=O)C1CCN(C(=O)CS(=O)Cc2nc(-c3ccc(C)cc3)oc2C)CC1 (configuration not stated)	0.3%	?	-7.0	-3.6	3.8%	-3.7%	-12.4	?	?
O=C(C1CCC(CNS(=O)(=O)c2cccc3cccnc23)CC1)N1CCCC1 (configuration not stated)	4.1%	-2.5%	6.3	0.4	0.9%	-6.9%	0.2	-7.8%	37.2
C=CCOc1ccc(C(c2c(O)nc(SC)[nH]c2=O)c2c(O)nc(SC)[nH]c2=O)cc1	-16.2%	11.9µM*	-0.2	-0.5	5.1%	?	-26.4	6.6%	-29.3
CCOC(=O)c1cc(=O)c2ccc(OCc3ccccc3)cc2o1	-1.2%	4.4%	4.4	3.1	1.2%	0.6%	-6.3	30.2%[activator]	9.6
Cc1ccc(CNC(=O)CCS(=O)(=O)c2ccc(C)cc2)cc1	1.2%	-21.2%	-4.7	1.4	0.2%	-5.0%	-2.2	2.6%	2.2
Cc1n[nH]c(C)c1S(=O)(=O)N(CC(=O)Nc1ccc2c(c1)OCCO2)c1ccc(C(C)C)cc1	-6.3%	-0.2%	3.6	-0.8	1.4%	-0.6%	2.0	?	-4.0
COc1ccc(/C=C/c2n[nH]c(=O)c(C#N)c2C)cc1	-34.7%	10.3%	0.6	-1.0	15.4%	-10.0%	-1.4	24.1%	3.1
Cc1cc(C)nc(N/C(=N\S(=O)(=O)Cc2ccccc2)Nc2cccc(Cl)c2C)n1	2.8%	2.1%	-0.8	0.7	-0.9%	-1.5%	-0.8	5.2%	1.4
O=C(NCc1ccco1)C1CCCN(S(=O)(=O)c2cccc3nsnc23)C1 (configuration not stated)	-10.6%	-0.5%	-0.4	0.0	-8.2%	-7.1%	9.9	15.6%	2.6
Cc1ccccc1NC(=O)COc1coc(CN2CCN(c3ccccc3)CC2)cc1=O	6.3%	-6.8%	-0.5	-2.2	-5.5%	-9.8%	-15.7	5.6%	15.4
CCOC(=O)C(=O)/C(=C\N(C)C)c1onc(-c2ccccc2Cl)c1C(=O)OC	-7.0%	-7.6%	6.0	0.1	9.3%	-27.4%	2.8	-18.8%	8.8
C#CCOCCOCCOCCNc1nc(N2CCN(C(=O)Cn3cc(CCCCN)nn3)CC2)nc(N2CCN(C(=O)[C@H](CCCCN)n3cc(CCCC)nn3)CC2)n1	12.5%	-2.0%	19.8	1.1	-2.6%	4.7%	-5.2	0.2%	9.0
O=C(O)c1c2cc(Br)ccc2nc2[nH]c(=O)[nH]c(=O)c12	2.7%	-3.6%	3.3	-0.3	-2.1%	0.1%	-11.0	3.9%	-15.4
O=C(COC(=O)C1CC(=O)N(Cc2ccco2)C1)c1ccc(OC(=O)c2ccco2)cc1 (configuration not stated)	11.6%	?	1.0	-0.6	0.0%	35.5µM*	-63.3*	18.9%	-10.1
O=C(COC(=O)c1ccc2c(c1)C(=O)N(c1cccc3ncccc13)C2=O)c1ccc(Cl)cc1	-12.1%	-6.7%	-0.6	-0.9	11.5%	-3.7%	-3.0	14.8%	-3.0
COc1ccc(-n2ccnc(SCC(=O)NCc3ccc(C)cc3)c2=O)cc1Cl	3.4%	-25.0%	0.8	1.3	-5.6%	-22.8%	8.0	-10.7%	-10.6

Not a hit list. Share with any hit: about 7.8%.
